PAD4 inh: blocks human protein arginine deiminase 4. Q9UM07. recombinant PAD4, RCA probe fluorescence polarization. inhibition, % at 6.36 µM. actives 0.41% (n = 330,000);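 active = percent inhibition above a cutoff equal to the mean of all tested compounds plus 3 SD, cut at about 15% in these data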;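 also: 0% = PAD4 with RCA probe and DMSO and 100% = probe without PAD4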
LYPLA1 inh: counter-screen for PME1 inhibitors: inhibitors of human LYPLA1. O75608. recombinant LYPLA1, FP-Rh probe fluorescence polarization. inhibition, % at 5.9 µM. actives 0.16% (n = 320,000). AID 2174;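 active = inhibition above the mean of all tested compounds plus 3 SD, set per campaign, cut at about 14% in these data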;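 also: inhibitors block serine hydrolase probe labeling of LYPLA1 so polarization falls; 0% = enzyme with DMSO and 100% = wells lacking LYPLA1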
Target sequence (O75608 whole entry, looked up): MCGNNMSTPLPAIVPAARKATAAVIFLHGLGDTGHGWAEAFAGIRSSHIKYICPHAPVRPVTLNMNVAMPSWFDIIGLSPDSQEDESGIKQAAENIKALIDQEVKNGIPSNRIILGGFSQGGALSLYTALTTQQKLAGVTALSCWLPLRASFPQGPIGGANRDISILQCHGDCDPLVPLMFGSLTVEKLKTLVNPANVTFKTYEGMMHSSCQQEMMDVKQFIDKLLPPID
LYPLA2 counter: blocks human lysophospholipase 2, a PME1 counter-screen; AID 2177; actives 0.38% (n = 320,000); recombinant LYPLA2, FP-Rh probe fluorescence polarization; O95372; inhibition, % at 5.9 µM;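 active = inhibition above the screen-wide mean plus 3 SD, limit set per campaign, cut at about 26% in these data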;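 also: 0% = LYPLA2 with DMSO and 100% = wells lacking LYPLA2 enzyme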
Target sequence (O95372 whole entry, looked up): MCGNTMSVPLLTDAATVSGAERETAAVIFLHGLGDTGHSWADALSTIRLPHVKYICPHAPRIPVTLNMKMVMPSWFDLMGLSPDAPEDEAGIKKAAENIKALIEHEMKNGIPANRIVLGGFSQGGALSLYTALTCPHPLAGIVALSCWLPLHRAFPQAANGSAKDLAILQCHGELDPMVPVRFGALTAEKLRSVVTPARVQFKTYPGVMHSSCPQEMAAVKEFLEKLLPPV
PAFAH1B3 inh: blocks human PAF acetylhydrolase 1B catalytic subunit 3. recombinant PAFAH1B3, FP-rhodamine probe, fluorescence polarization. Q15102. actives 0.28% (n = 340,000). AID 492972. inhibition, % at 3.39 µM;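 active = inhibition above the screen-wide average of all tested compounds plus 3 SD, cut at about 25% in these data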;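 also: 0% = enzyme with DMSO only and 100% = wells lacking PAFAH1B3 protein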
Target sequence (Q15102 whole entry, looked up): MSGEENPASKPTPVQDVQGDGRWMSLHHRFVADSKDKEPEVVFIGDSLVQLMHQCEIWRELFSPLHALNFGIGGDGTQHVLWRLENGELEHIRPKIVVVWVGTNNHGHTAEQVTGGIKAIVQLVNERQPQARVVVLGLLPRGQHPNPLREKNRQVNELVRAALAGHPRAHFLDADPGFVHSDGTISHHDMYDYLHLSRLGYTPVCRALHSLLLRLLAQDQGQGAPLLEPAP
GSTO1 inh: GSTO1 inhibition, counter-screen for RBBP9 inhibitors | P78417 | recombinant GSTO1, activity-based probe fluorescence polarization | inhibition, % at 5.96 µM | actives 1.1% (n = 300,000) | AID 1974;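 active = inhibition above the campaign mean inhibition plus 3 SD, cut at about 35% in these data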;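 also: 0% = GSTO1-1 with DMSO and 100% = wells lacking GSTO1-1 enzyme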
PAFAH2 inh: inhibitors of human PAFAH2 | recombinant PAFAH2, FP-rhodamine activity probe, fluorescence polarization | inhibition, % at 3.39 µM | actives 0.99% (n = 340,000);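 active = inhibition above the mean over all tested compounds plus 3 SD, cut at about 30% in these data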;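 also: inhibitors block probe labeling of enzyme so polarization drops; 0% = enzyme with DMSO and 100% = wells lacking PAFAH2 protein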
EBNA-1 inh: blocks EBNA-1 binding to DNA. EBNA-1 DNA binding, fluorescence polarization. inhibition, % at 14.8 µM. actives 0.34% (n = 300,000); in the data active = inhibition above about 28%
ZTA DNA inh: blocks Epstein-Barr virus ZTA, an EBNA-1 counter-screen; ZTA-DNA binding, fluorescence polarization; actives 0.15% (n = 320,000); inhibition, % at 11 µM; AID 2234; P03206; in the data active = inhibition above about 33%
Target sequence (P03206 whole entry, looked up): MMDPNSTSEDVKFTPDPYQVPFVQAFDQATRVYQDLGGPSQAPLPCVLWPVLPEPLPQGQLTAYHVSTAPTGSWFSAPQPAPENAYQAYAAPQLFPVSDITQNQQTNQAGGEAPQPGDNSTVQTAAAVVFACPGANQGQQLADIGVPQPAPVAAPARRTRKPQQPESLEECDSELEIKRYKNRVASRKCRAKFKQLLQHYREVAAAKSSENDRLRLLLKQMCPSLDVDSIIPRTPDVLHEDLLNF
PREPL inh: inhibits the human prolyl oligopeptidase-like enzyme; Q4J6C6; recombinant PREPL, fluorescence polarization activity-based probe; inhibition, % at 5.96 µM; actives 0.68% (n = 320,000); AID 2751; in the data active = inhibition above about 43%;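 also: 0% = enzyme with DMSO and 100% = wells lacking enzyme; many of its hits are not listed in these tables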
Active calls of the source: *; · = no result given. Only part of the results is shown; the hit share may differ from the screen's.

The line under a structure holds: PAD4 inh	LYPLA1 inh	LYPLA2 counter	PAFAH1B3 inh	GSTO1 inh	PAFAH2 inh	EBNA-1 inh	ZTA DNA inh	PREPL inh
COc1ccc(CCNC(=O)CCCCC(=O)NCCc2ccc(OC)cc2)cc1
 : 4	4	8	7	3	4	-3	-11	-1
COc1ccc(S(=O)(=O)N2CCC(C(=O)NCC3CCCCC3)CC2)cc1
 : -2	1	1	-1	2	2	-12	-2	-7
O=C1C2C3c4ccccc4C(c4ccccc43)C2C(=O)N1c1cccc2cccnc12 (stereo unspecified)
 : -5	-4	4	-1	0	6	-5	-6	9
CCOC(=O)c1c(NC(=O)c2nn(CC)cc2Br)c(C#N)cn1-c1ccccc1
 : -1	-4	0	2	0	-1	7	10	-1
COc1ccc(C)cc1NC(=O)CNC(c1ccccc1)c1ccc(C)cc1 (stereo unspecified)
 : -3	-4	-5	-4	-1	-2	-17	-4	16
COc1ccc(/C=N/NC(=O)c2ccn[nH]2)cc1COc1ccc(Cl)cc1
 : 1	-24	-40	-8	-18	-24	6	1	-41
COc1ccc(N(CC(=O)Nc2cccc(C)c2)S(=O)(=O)c2c(C)n[nH]c2C)cc1
 : 0	2	6	3	-4	-8	-7	-10	2
Cc1cc(C)c(Cn2ncn(-c3ccc(Br)cc3)c2=O)c(C)c1
 : -2	-1	-8	9	5	5	2	1	-20
CCOc1ccccc1NC(=O)NCc1ccco1
 : -2	1	2	5	3	0	14	13	-8
COc1cccc(-c2c(C(=O)N/N=C(\C)c3cccs3)nnn2-c2nonc2N)c1
 : 4	1	5	-1	3	-1	-5	-3	-12
COc1ccccc1-c1ccc(SCc2cccc(F)c2)nn1
 : -2	-5	2	5	9	-2	-7	5	5
NCCCC[C@@H]1NC(=O)c2cc([N+](=O)[O-])cc(F)c2NCCCC[C@@H](C(N)=O)NC(=O)CNC1=O
 : -1	-2	-4	10	4	-3	-2	0	14
COc1ccc(C2CCCN2C(=S)Nc2ccc(C)cc2C)cc1OC (stereo unspecified)
 : 4	-2	3	8	-7	1	-9	0	36
Cc1ccc(S(=O)(=O)NCC(=O)OCC(=O)NC(=O)c2cccn2C)cc1
 : -2	2	-2	3	7	5	-10	7	20
Cc1cc(NC(=O)CCC(=O)N(CC(=O)NCC2CCCO2)c2cccc(F)c2)no1 (stereo unspecified)
 : 0	4	-4	-1	-4	4	13	10	3
CCOC(=O)C1CCN(S(=O)(=O)c2ccc(OCC)cc2)CC1
 : -8	-2	4	8	-6	2	2	10	-1
COCC(=O)Nc1nc(-c2ccc(-c3ccccc3)cc2)cs1
 : 5	0	-7	-14	-5	-6	5	14	12
O=C(Cn1cnc2ccccc2c1=O)Nc1cccc(S(=O)(=O)N2CCCCC2)c1
 : 4	-1	10	7	1	-4	5	2	6
CN(C(=O)c1ccccc1OC1CCN(S(C)(=O)=O)CC1)C1CCOC1 (stereo unspecified)
 : -2	2	1	11	-3	3	1	9	13
N#Cc1ccccc1OCc1cccc(S(=O)(=O)N2CCOCC2)c1
 : 5	-4	-2	3	·	5	·	-4	11
S=C(NCc1ccccc1)NCc1cccc(CNC(=S)NCc2ccccc2)c1
 : 2	2	0	-20	-20	-8	3	12	-10
O=C(COC(=O)CC1CCS(=O)(=O)C1)Nc1ccc(F)cc1 (stereo unspecified)
 : -1	·	·	11	·	4	·	·	1
CC(NS(=O)(=O)c1ccc(OCC(=O)NCc2ccncc2)cc1)c1ccccc1 (stereo unspecified)
 : -1	-4	-1	7	6	-1	-5	-7	-7
O=[N+]([O-])c1ccc(C(O)CN2CCN(C/C=C/c3ccccc3)CC2)cc1 (stereo unspecified)
 : 0	8	62*	2	12	-4	4	6	30
Cn1c(Oc2ccccc2)c(C=O)c2ccccc21
 : -1	0	8	0	-4	8	-7	10	-4
Cc1cc(C)n(-c2nc3ccccc3n3nnnc23)n1
 : 3	2	2	1	0	1	-1	10	-9
CSc1nc(Oc2ccc(C)cc2)cc(C(F)(F)F)n1
 : -3	3	-5	0	1	5	-10	-13	19
CCOC(=O)/N=C(/NC(=O)Nc1ccc(C(=O)OCC)cc1)OC
 : -1	-4	3	4	-1	-9	-13	6	-4
CC1(C)CC(=O)C=C(OC(=O)c2ccc(Cl)cc2)C1
 : 0	-1	-1	3	2	-4	10	10	11
O=C(N/N=C/c1c[nH]c2ccc(Br)cc12)c1ccn(Cc2ccc(Cl)cc2)n1
 : -3	-13	-17	5	4	-12	-3	8	12
O=C(c1cc2c(s1)-c1ccccc1OC2)N1CCN(c2ccccc2)CC1
 : -1	-2	6	-8	7	8	4	-11	14
Cc1csc(SCC(=O)Nc2nncs2)n1
 : 2	1	3	10	2	2	-8	-14	8
CCCCCCn1c(N2CCN(c3cccc(Cl)c3)CC2)nc2c1c(=O)[nH]c(=O)n2C
 : 1	-4	-2	7	1	-2	-10	1	42
CSc1ccc(/C=C/C(=O)NC23CC4CC(CC(C4)C2)C3)cc1
 : -2	-7	-7	4	3	3	5	-5	9
CN(C)c1ccc(C=C(c2nnnn2-c2ccccc2)c2nnnn2-c2ccccc2)cc1
 : -4	1	4	6	4	5	-3	-16	13
COCCCNS(=O)(=O)c1ccc(SC)cc1
 : 3	-3	7	5	-1	3	12	-11	2
CC1CCC2(CC1)NC(=O)N(CC(=O)Nc1cccnc1Cl)C2=O (stereo unspecified)
 : -1	2	8	-2	·	-3	·	-1	3
COc1ccc(C23CC4CC(CC(C(=O)O)(C4)C2)C3)c(F)c1
 : 2	-1	-2	-4	8	1	2	9	5
O=C(NC(C(=O)c1ccccc1)N1CCCCC1)c1ccccc1 (stereo unspecified)
 : -7	4	6	2	16	12	-8	-5	11
CCCCOC(=O)Nc1nc2ccc(OC)cc2s1
 : 0	0	3	-1	2	9	-3	-3	12

A second format for part of the listing above:
Structure,PAD4 inh,LYPLA1 inh,LYPLA2 counter,PAFAH1B3 inh,GSTO1 inh,PAFAH2 inh,EBNA-1 inh,ZTA DNA inh,PREPL inh
Cc1csc(SCC(=O)Nc2nncs2)n1,2,1,3,10,2,2,-8,-14,8
CCCCCCn1c(N2CCN(c3cccc(Cl)c3)CC2)nc2c1c(=O)[nH]c(=O)n2C,1,-4,-2,7,1,-2,-10,1,42
CSc1ccc(/C=C/C(=O)NC23CC4CC(CC(C4)C2)C3)cc1,-2,-7,-7,4,3,3,5,-5,9
CN(C)c1ccc(C=C(c2nnnn2-c2ccccc2)c2nnnn2-c2ccccc2)cc1,-4,1,4,6,4,5,-3,-16,13
COCCCNS(=O)(=O)c1ccc(SC)cc1,3,-3,7,5,-1,3,12,-11,2
CC1CCC2(CC1)NC(=O)N(CC(=O)Nc1cccnc1Cl)C2=O (stereo unspecified),-1,2,8,-2,·,-3,·,-1,3
COc1ccc(C23CC4CC(CC(C(=O)O)(C4)C2)C3)c(F)c1,2,-1,-2,-4,8,1,2,9,5
O=C(NC(C(=O)c1ccccc1)N1CCCCC1)c1ccccc1 (stereo unspecified),-7,4,6,2,16,12,-8,-5,11
CCCCOC(=O)Nc1nc2ccc(OC)cc2s1,0,0,3,-1,2,9,-3,-3,12

Remaining list, next part:
The line under a structure holds: PAD4 inh	LYPLA1 inh	LYPLA2 counter	PAFAH1B3 inh	GSTO1 inh	PAFAH2 inh	EBNA-1 inh	ZTA DNA inh	PREPL inh
CCC(=O)N/N=C(\C)CC(=O)Nc1cc(Cl)ccc1C
 : 2	2	3	3	-2	0	3	-13	-6
COc1cc([N+](=O)[O-])cc(/C=N/NC(=O)CSc2nnc(-c3ccccc3)n2C)c1O
 : -1	3	6	·	5	·	-3	-13	-2
O=C(NCc1ccccc1Cl)C1CCN(S(=O)(=O)N2CCC3(CC2)OCCO3)CC1
 : -1	1	-5	-3	-1	1	-8	-10	11
CC(C)OC(=O)CN1CCN(S(=O)(=O)c2cc(Cl)ccc2Cl)CC1
 : -5	2	4	1	-1	-4	-10	-1	7
CCn1c(O)c(N=NC(=O)C2C(=O)NCC2c2ccccc2)c2ccccc21 (stereo unspecified)
 : -1	-2	-4	-4	4	4	5	8	-3
CN(c1ccccc1)S(=O)(=O)c1ccc(Cl)c(C(=O)OCC(N)=O)c1
 : -3	2	-1	5	-5	-2	-18	-1	8
CC1=C[C@H]2Cc3cc(C)cc(C)c3S(=O)(=O)[C@@H]2C=C1
 : 1	-4	2	-9	3	-5	-6	5	0
CCN1CCN(C(=O)CCCCCn2c(=O)[nH]c3cc(C(=O)OC)ccc3c2=O)CC1
 : -2	-2	2	0	-2	-4	-4	-3	-5
COC(=O)c1ccccc1NC(=O)c1ccc(NS(C)(=O)=O)cc1
 : 3	-5	1	9	-6	1	1	-7	-6
O=C(c1cc(-c2ccccn2)nc2ccc(Br)cc12)N1CCN(S(=O)(=O)c2ccccc2)CC1
 : -2	2	2	-2	-6	-3	9	-6	-4
Cc1ccc(NC(=O)CN(C)S(=O)(=O)c2ccc3c(c2)n(C)c(=O)c(=O)n3C)cc1
 : -5	-2	-1	8	-3	1	-18	-2	11
CC(C)(C)c1ccc(OCC(=O)N(c2ccccn2)C2CCCCC2)cc1
 : -9	0	0	4	2	4	-14	-4	-4
O=C(NC(=S)N1CCN(C/C=C/c2ccccc2)CC1)c1ccc(F)cc1
 : -3	-1	6	12	7	5	7	0	16
Cc1cc(C)c(S(=O)(=O)Nc2ncccc2C)c(C)c1
 : 3	-2	0	5	5	-9	-3	-10	13
CCOC(=O)c1c(NC(=O)CSc2nnc3ccccn23)sc2c1CCC2
 : 0	-5	5	1	7	2	2	-19	5
COC(=O)c1cc(NC(=O)N2c3ccccc3Sc3ccccc32)cc(C(=O)OC)c1
 : 0	-14	-13	-10	1	-7	7	-4	24
COc1ccccc1N1CCN(C(=O)CCNC(=O)Cn2ccc3ccccc3c2=O)CC1
 : 2	2	-3	-5	4	2	-13	-20	4
O=C(CCC(NC(=O)OCc1ccccc1)C(=O)O)OCc1ccccc1 (stereo unspecified)
 : 1	3	-4	3	4	12	-4	11	16
CC1(C)CC(NS(=O)(=O)c2ccc(Cl)cc2)CC(C)(C)N1
 : -2	0	3	4	-6	3	-6	-17	-3
Cc1cccc(C)c1NC(=O)Cn1nc(-c2ccccc2)nc1-c1ccccc1
 : 5	0	6	0	-4	-2	10	-6	11
Cc1cc(C)nc(SCc2nnc(SCC(=O)Nc3c(C)cccc3C)o2)n1
 : -5	-4	-5	4	8	4	-3	0	9
COC(=O)c1cc(NC(=O)c2ccccc2)c(=O)oc1C
 : 1	-1	27*	5	1	-1	10	1	0
O=C(NCCCN1CCOCC1)c1ccc(NC(=O)C2COc3ccccc3O2)cc1 (stereo unspecified)
 : 4	-2	3	4	3	0	6	5	20
COc1ccnc(Oc2ccc(F)cc2)c1C(=O)N/C=N/OCc1ccc(Cl)cc1Cl
 : -1	-6	-7	0	-10	-1	-8	5	13
NC(=O)C1CCN(C(=O)CN(c2cccc(C(F)(F)F)c2)S(=O)(=O)c2ccccc2)CC1
 : -9	2	-12	10	-2	6	-10	9	8
OCC1(CCc2ccccc2)CCCN(CCCc2ccccc2)C1 (stereo unspecified)
 : -7	0	4	-1	7	2	-3	16	-11
Cc1sc(-c2ccncc2)nc1OC(=O)c1cc(Cl)cc(Cl)c1
 : 9	3	2	-2	4	3	13	1	10
CCN(CC)S(=O)(=O)c1ccc(Cl)c(C(=O)Nc2cc(C)nn2-c2ccccc2C(F)(F)F)c1
 : 18*	-3	-1	·	7	·	5	22	9
COc1ccc(OCCSc2nc(C)c(Cc3ccccc3)c(=O)[nH]2)cc1
 : -5	0	4	7	-7	4	0	-2	4

Source: PubChem BioAssay
